High-throughput results from PubChem BioAssay.
FXN GAA850 act – frataxin GAA850 promoter activation; HEK293 lucGAA850 FXN promoter luciferase reporter, 24 h; percent of 10 µM SAHA response; activation, % at 6 µM; actives 0.56% (n = 360,000); AID 540364;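 active means activation above the average of all compounds screened plus 3 SD, cutoff fixed separately per campaign, cut at about 7.5% in these data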;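 further: 0% = DMSO wells and 100% = 10 µM SAHA wells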
sPLA2-III inh – Inhibits HGIII-sPLA2 liposome hydrolysis, primary screen | QFRET BODIPY PC-A2 liposome hydrolysis, fluorescence | AID 743126 | inhibition, % at 12.2 µM | actives 0.56% (n = 370,000) | Q9NZ20;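 active means inhibition above mean plus 3 SD of compounds lying within the high and low control bounds, cut at about 19% in these data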;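 further: 0% = median of test compound wells and 100% = no enzyme DMSO wells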
Target sequence (Q9NZ20 whole entry, looked up): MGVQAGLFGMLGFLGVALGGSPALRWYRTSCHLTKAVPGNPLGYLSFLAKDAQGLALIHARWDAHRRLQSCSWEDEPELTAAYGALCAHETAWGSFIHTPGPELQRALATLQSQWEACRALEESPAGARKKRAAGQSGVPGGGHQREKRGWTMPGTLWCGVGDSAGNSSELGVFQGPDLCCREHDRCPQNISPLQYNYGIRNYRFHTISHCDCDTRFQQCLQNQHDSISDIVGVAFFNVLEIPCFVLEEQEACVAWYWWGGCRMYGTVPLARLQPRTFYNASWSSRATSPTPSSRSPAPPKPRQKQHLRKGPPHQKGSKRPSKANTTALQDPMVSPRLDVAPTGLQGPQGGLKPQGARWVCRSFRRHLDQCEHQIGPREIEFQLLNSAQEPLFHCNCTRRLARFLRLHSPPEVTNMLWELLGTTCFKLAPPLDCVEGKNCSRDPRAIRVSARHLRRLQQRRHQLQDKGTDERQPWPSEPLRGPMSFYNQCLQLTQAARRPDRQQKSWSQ
hgDAF-12 ag – activates the H. glycines DAF-12 receptor ligand-binding domain; HEK293 GAL4-hgDAF12 UAS-luciferase reporter, agonist luminescence; normalized to butyrate control; activation, % at 6.8 µM; actives 1.8% (n = 370,000);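 active means activation above a cutoff set at the mean of all screened compounds plus 3 SD, cut at about 10% in these data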;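 further: 0% = DMSO wells and 100% = sodium butyrate wells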
hcDAF-12 act – activators of H. contortus DAF-12 nuclear receptor. HEK293 hcDAF-12 lit1-tk-luc reporter, luminescence; 0% DMSO, 100% Δ7-dafachronic acid. activation, % at 6.8 µM. actives 1.4% (n = 370,000);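 active means activation above the mean of all tested compounds plus 3 SD, cut at about 5.5% in these data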;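 further: 100% = response to 3 µM Δ7-dafachronic acid high control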
ADAM10 inh – ADAM10 inhibition, QFRET primary screen; actives 0.62% (n = 370,000); inhibition, % at 7 µM; recombinant ADAM10, EDANS/DABCYL FRET peptide cleavage, 3 h; O14672;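 active means inhibition above a per-campaign cutoff equal to the mean of compounds falling between control-based bounds plus 3 SD, cut at about 20% in these data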;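 further: 0% = DMSO wells while the 100% control is not disclosed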
DAX1 inh-1 – inhibitors of DAX1 repression of SF-1 activated StAR promoter; HEK293T StAR-luciferase reporter, SF-1/DAX-1 repression relief; inhibition, % at 6.8 µM; actives 1.1% (n = 370,000); AID 652010;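 active means inhibition above the mean over all tested compounds plus 3 SD, cut at about 3.6% in these data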;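 further: 0% = DAX-1 cells with DMSO and 100% = cells lacking DAX-1 with DMSO; higher inhibition means more luminescence from relief of DAX-1 repression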
ADAM17 inh – inhibits human ADAM17; P78536; recombinant ADAM17, EDANS/DABCYL FRET peptide cleavage; inhibition, % at 6.95 µM; actives 0.83% (n = 370,000);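 active means inhibition above the mean of compounds lying between control limits plus 3 SD, set per campaign, cut at about 8.5% in these data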;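 further: 0% = DMSO-only wells as the low control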
PLC-gamma1 inh – blocks human PLC-gamma1 enzyme activity; P19174; purified PLC-gamma1, fluorogenic substrate, fluorescence; inhibition, % at 12.2 µM; actives 0.84% (n = 370,000); in the data active means inhibition above about 9.5%
PLC-beta3 inh – blocks human PLC-beta3 enzyme activity; inhibition, % at 12.2 µM; AID 720704; Purified PLC-beta3, fluorogenic substrate, fluorescence; Q01970; actives 0.18% (n = 370,000); in the data active means inhibition above about 11%;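 further: 0% = median of compound wells on plate and 100% = full blocker control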
ssDAF-12 act – activators of S. stercoralis DAF-12 nuclear receptor | HEK293 ssDAF-12/GRIP1 lit1-tk-luc reporter, luminescence; % of 3 µM dafachronic acid response | activation, % at 6.8 µM | actives 1% (n = 370,000);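 active means activation above the mean over all tested compounds plus 3 SD, cut at about 0.9% in these data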;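 further: 0% = DMSO-only wells and 100% = 3 µM delta7-dafachronic acid wells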
DAX1 inh-2 – inhibits human nuclear receptor DAX1. P51843. HEK293 Gal4-DAX1 luciferase reporter, luminescence. inhibition, % at 6.75 µM. actives 0.99% (n = 340,000). AID 504766;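 active means inhibition above the mean over all tested compounds plus 3 SD, cut at about 4.2% in these data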;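 further: 0% = DAX1-transfected cells with DMSO and 100% = empty-vector control cells with DMSO; inhibition shows as a rise in luminescence from relieved DAX1 repression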
Target sequence (P51843 207-470 limits assumed): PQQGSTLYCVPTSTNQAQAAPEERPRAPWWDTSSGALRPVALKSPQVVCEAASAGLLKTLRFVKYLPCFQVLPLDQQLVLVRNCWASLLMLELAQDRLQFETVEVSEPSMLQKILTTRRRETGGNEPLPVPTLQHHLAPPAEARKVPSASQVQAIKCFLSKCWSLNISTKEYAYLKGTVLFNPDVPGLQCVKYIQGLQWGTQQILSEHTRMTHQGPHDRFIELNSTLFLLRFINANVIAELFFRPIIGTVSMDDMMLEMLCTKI
The depositor's hits bear a star; i = inactive; · = no result given.

SMILES	FXN GAA850 act	sPLA2-III inh	hgDAF-12 ag	hcDAF-12 act	ADAM10 inh	DAX1 inh-1	ADAM17 inh	PLC-gamma1 inh	PLC-beta3 inh	ssDAF-12 act	DAX1 inh-2
Cc1cnc(C(=O)Nc2cccc3ncccc23)cn1	1.5	6	2.8	0.1	-5	-0.2	-6	1	-1	-0.9	-0.8
O=C(c1ccc(N2CCCC2=O)cc1)N1CCN(c2ccc(C(F)(F)F)cc2[N+](=O)[O-])CC1	-0.3	-2	-4.8	-2.8	2	-3.9	0	2	-3	-2.0	-2.4
COC(=O)[C@@]1(Cc2ccc(F)cc2)[C@H]2c3cc(C(=O)N(C)C)n(Cc4cc(F)cc5c4OCOC5)c3C[C@H]2CN1C(=O)c1ccccc1	·	-14	-1.7	-0.5	-9	-0.3	-2	-11	-14	-0.9	·
COc1cc(-c2noc(C)c2C(=O)NCC[C@@H]2CCCN2C)cc(OC)c1OC	-1.1	5	1.2	0.1	-23	0.5	-5	-3	-5	-0.9	0.2
c1cncc(-c2cn(C[C@H]3CC[C@@H]([C@@H]4CC[C@H](Cn5cc(-c6cccnc6)nn5)O4)O3)nn2)c1	1.0	-1	1.1	-0.6	-6	-0.2	-4	0	1	-1.1	-0.3
Cc1c(N(C(=O)c2cnccn2)C2(C(=O)NC3CCCC3)CCCCC2)c(=O)n(-c2ccccc2)n1C	1.4	6	-0.3	0.5	-9	-0.4	-8	-2	-6	-1.2	0.9
COc1ccc(NC(=O)C2CCCN(S(=O)(=O)c3ccc4c(c3)CCCN4C(C)=O)C2)cc1Cl (centres undefined)	0.1	-1	-1.8	-2.5	4	0.6	-3	-3	-3	-1.1	0.7
COc1cccc(-c2csc(N3CCN(C(=O)NC45CC6CC(CC(C6)C4)C5)CC3)n2)c1	-0.8	9	-0.3	-1.6	-4	-0.4	1	3	-2	-1.2	-1.1
CCCCCCN1C[C@H](n2cc(-c3ccc(F)cc3)nn2)[C@@H](O)C[C@@H]1c1ccc(C)cc1	-0.1	17	0.1	-0.5	-17	0.2	3	-1	4	-0.7	-0.3
CCC(=O)NC(=S)Nc1cccc(C(C)=O)c1	-0.6	-3	-1.7	-1.1	4	-0.3	1	4	4	-1.3	0.2
CN(Cc1ccccc1)C(=O)CN1C(=O)NC(C)(c2ccc(Cl)cc2)C1=O (centres undefined)	-1.3	-1	-1.6	-1.2	-1	-0.2	-4	-2	-6	-0.6	-0.7
Nc1ccc(S(=O)(=O)NC2(C(F)(F)F)NC(=O)N(Cc3ccccc3)C2=O)cc1 (centres undefined)	-0.8	3	0.2	-0.7	2	0.4	0	-2	-8	-0.5	1.6
COC(=O)c1cn(C(=O)c2cc(Cl)ccc2Cl)c2ccccc12	1.8	-4	-0.7	1.5	7	0.1	0	2	-4	-1.7	1.5
CCOC(=O)N/N=C(C)/C=C/c1ccco1	1.8	0	1.6	0.3	-13	0.3	-4	-4	-5	-1.1	1.4
CC(Oc1ccc(Cl)cc1Cl)C(=O)Nc1ccncc1 (centres undefined)	0.5	-2	-2.9	-2.4	5	-2.5	1	9	-1	-1.7	-2.9
COc1ccc(CN(C)C(=O)c2ccc(NS(=O)(=O)c3ccccc3)cc2)c(OC)c1	2.9	-22	-0.5	-1.1	4	1.1	-1	0	-7	-1.0	0.2
CCOC(=O)c1cnn(-c2ccccc2)c1NC(=O)c1ccc(C)cc1	-0.3	-2	2.6	-0.3	-8	-1.1	-4	-1	1	-1.3	-0.2
CCN(CC)S(=O)(=O)c1ccc(/C=C/C(=O)OCC(=O)Nc2ccc(S(N)(=O)=O)cc2)cc1	-0.8	-7	-2.2	-1.8	-4	-0.3	-4	3	-3	-1.2	-1.6
CCN(CC)C(=O)C1=C(C)N(Cc2ccccc2)C(=O)C(CC(=O)NCCN2CCOCC2)C1 (centres undefined)	1.1	8	-2.6	-1.6	-11	-0.4	-6	2	4	-1.6	1.5
O=C1NCCC/C1=N\Nc1ccc(Br)cc1	1.8	-2	0.1	0.0	-3	0.1	-2	4	-4	-1.8	0.2
COc1ccc(/C=N/NC(=O)c2ccccc2OC)cc1COc1ccccc1[N+](=O)[O-]	1.0	-12	-0.1	0.6	5	-1.3	1	4	-8	1.4*	1.6
COc1ccc(CCN(CC(=O)NC(C)(C)C)C(=O)Cn2nnc(-c3ccc(C)o3)n2)cc1OC	1.6	1	1.4	-2.1	1	-0.4	0	1	3	-0.8	1.0
COc1ccc(C(=O)OCC(=O)N2C(C)CCCC2C)cc1[N+](=O)[O-] (centres undefined)	-0.4	9	1.0	-1.9	-1	-0.5	-3	0	-5	-1.7	-1.0
COCc1ccc(CN2CCCC(CO)(Cc3cccc(Cl)c3)C2)o1 (centres undefined)	-0.5	-7	4.2	-1.7	-3	0.4	-5	-1	-3	-1.2	0.9
COc1ccc([C@H]2C[C@@H](O)[C@H](n3cc(-c4ccc(F)cc4)nn3)CN2CC2CCCCC2)cc1	-1.2	-4	-1.5	-1.1	-12	-0.5	1	2	0	-0.1	0.8
Further structures follow:
SMILES	FXN GAA850 act	sPLA2-III inh	hgDAF-12 ag	hcDAF-12 act	ADAM10 inh	DAX1 inh-1	ADAM17 inh	PLC-gamma1 inh	PLC-beta3 inh	ssDAF-12 act	DAX1 inh-2
CC(C)c1nc(SCC(=O)Nc2ccc3c(c2)OCCO3)n[nH]1	2.7	0	-1.7	-0.9	3	0.9	-5	-3	-7	-0.8	0.6
C[C@@H]1OC(C2CCCCC2)N(C)[C@H]2C[C@H]3c4[nH]c5c(-c6ccccc6)cccc5c4CCN3C(=O)[C@@H]12 (some centres undefined)	·	2	-0.8	-2.6	-353	1.4	-84	-126	-130	-0.5	·
O=C(c1ccc2c3c(cccc13)CC2)C1CCCN(Cc2cccnc2)C1 (centres undefined)	3.3	-7	-1.4	0.1	-233	-0.1	-72	-128	-201	-1.6	-1.1
COc1cc(/C=C/C(=O)O)cc(S(=O)(=O)Nc2ccc(F)cc2)c1OC	1.2	-7	-0.6	1.6	-4	-0.4	-1	-1	1	-1.2	0.5
COc1cccc(-c2nc(CS(=O)(=O)CC(=O)NCC(C)c3ccccc3)c(C)o2)c1 (centres undefined)	-0.4	-26	-0.7	-0.8	9	-1.5	1	0	-5	-0.9	0.7
Cn1c(SCC(=O)NCC2CCCO2)nnc1-c1ccco1 (centres undefined)	0.3	7	1.9	-0.5	-11	0.9	-4	-19	-5	-1.6	0.4
Cc1ccc(S(=O)(=O)c2ccc(Oc3cccc(C)c3)cc2)cc1	1.8	0	-1.5	-2.3	5	-0.1	3	2	0	-0.8	-1.0
CCn1c(SCc2cccc(OC)c2)nc2ccccc2c1=O	-0.9	-5	-1.2	0.8	2	-0.2	0	-1	-6	-1.5	-0.8
CC(C)CC(=O)Nc1cc2nn(-c3ccccc3)nc2cc1Cl	-2.5	-4	0.7	0.6	-27	0.1	-6	-16	-26	-1.0	2.0
Cc1ccc(NC(=O)c2ccc(S(=O)(=O)N3CCOCC3)cc2)cc1	1.9	2	1.7	-0.6	-10	0.7	2	3	-3	-0.3	2.7
O=C(CCN1CCN(C/C=C/c2ccccc2)CC1)Nc1ccccc1F	0.2	-6	1.3	-1.4	-3	-0.1	-4	1	0	-0.8	0.4
Cc1ccc(S(=O)(=O)CCN2C=CC(C(F)(F)F)=NCC2)cc1	2.1	5	-1.6	-0.3	5	-0.3	1	6	-1	-0.8	·
CC1CCCN(c2nc3c(c(=O)[nH]c(=O)n3C)n2CCCc2ccccc2)C1 (centres undefined)	0.9	-4	-0.1	0.7	-4	0.8	2	4	3	-2.0	-0.8
COc1cccc(/C=N\NC(=O)c2ccc(Cn3cc(Br)c([N+](=O)[O-])n3)o2)c1O	-7.8	-12	-8.7	-2.6	3	-3.4	-1	-4	-6	0.4	-2.4
CCOC(=O)c1ccc(COC(=O)CNS(=O)(=O)c2ccccc2)cc1	0.7	-6	3.0	-1.5	0	-0.3	0	-3	-3	-1.6	0.5
Cc1ccc2c(c1)CCCN2C(=O)c1ccncc1	-1.9	2	-1.2	-0.1	-7	-1.0	-7	1	1	-1.5	1.3
Fc1ccc(CN2CCN(c3ncccn3)CC2)cc1	-1.4	10	0.2	-1.1	0	-0.1	-4	-1	-23	-1.5	-0.1
COc1ccc(NC(=O)CCn2c(=O)c3cccn3c3ccccc32)cc1	1.0	-10	-1.9	2.6	2	-0.6	3	7	-6	-0.6	-0.8
Cc1noc(C)c1C(=O)Nc1ccccc1-c1ccccc1	2.5	0	4.7	-0.8	-5	-0.8	-2	-1	2	-1.0	-0.6
Oc1cc(OCc2ccccc2)ccc1-c1[nH]ncc1-c1ccccc1	1.6	-41	-1.4	-0.8	14	-0.1	5	0	-4	-1.1	0.9
CCOC(=O)C1=C(CSc2nc(CC)c(C)cc2C#N)OC(N)=C(C#N)C1c1ccc(OC)cc1 (centres undefined)	1.8	-15	-1.8	1.2	-122	0.1	-28	-184	-204	-0.8	1.3
COc1cc(Nc2nc3ccc(Cl)cc3n3cnnc23)cc(OC)c1OC	1.4	4	-1.9	-0.7	-2	-0.6	-2	-3	0	-1.4	-0.9
CCN(CC)S(=O)(=O)c1ccc2nc(CSc3nnnn3-c3ccc(O)cc3)[nH]c2c1	-1.9	-27	-0.1	-2.4	3	0.2	-1	-7	-7	-1.2	-0.5
Cc1ccc(CNC(=O)C(Cc2ccccc2)n2cccc2)cc1 (centres undefined)	2.1	-25	0.3	-1.9	1	0.0	-2	0	-4	-1.5	2.0
Nc1nc(-c2ccccc2)[nH]c(=O)c1N	-2.7	-2	2.2	3.2	i	0.0	-260	-134	-163	-1.1	-0.5
COc1ccc(C(=O)NCCN=C2NS(=O)(=O)c3ccccc32)cc1	0.1	1	-2.6	-2.3	-7	0.1	-3	1	-8	-1.6	0.8
